Screening data from PubChem BioAssay.
Mtb UGM inh = M. tuberculosis UGM enzyme inhibitors, primary screen, biochemical, fluorescence polarization, single point | 320,000 tested, 0.06% active | purified UGM, fluorescence polarization probe displacement | AID 504406, 2011 | inhibition, % at 10 µM | UDP-galactopyranose mutase (Mycobacterium tuberculosis (strain ATCC 25618 / H37Rv)), …; in the data active = inhibition above about 10%, passing the limit was not always enough; inconclusive = no clear call, values can overlap the other calls
Target sequence (P9WIQ1 whole entry, looked up): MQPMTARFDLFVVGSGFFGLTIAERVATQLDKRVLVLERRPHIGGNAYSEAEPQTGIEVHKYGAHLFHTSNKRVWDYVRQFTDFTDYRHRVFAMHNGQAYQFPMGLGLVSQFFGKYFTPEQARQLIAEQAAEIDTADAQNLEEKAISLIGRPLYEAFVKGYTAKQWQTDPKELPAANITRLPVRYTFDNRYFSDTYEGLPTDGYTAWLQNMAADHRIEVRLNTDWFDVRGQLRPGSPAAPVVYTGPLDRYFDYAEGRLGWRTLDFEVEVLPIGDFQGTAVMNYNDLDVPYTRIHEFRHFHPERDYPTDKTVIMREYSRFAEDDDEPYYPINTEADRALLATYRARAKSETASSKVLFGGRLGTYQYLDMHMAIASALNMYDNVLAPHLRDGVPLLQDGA
PrPC surface inh = inhibitors of human cell surface prion protein PrPC, primary screen, cell-based, TR-FRET; inhibition, % at 13.8 µM; TR-FRET read-out; 370,000 tested, 0.43% active; AID 720596, 2013; Major prion protein (Homo sapiens), P04156; in the data active = inhibition above about 24%; also: 0% = median of the test wells and 100% = reference compound wells
FadD28 FP inh = inhibitors of FadD28 bisubstrate probe binding, primary screen, biochemical, fluorescence polarization, single point; Mycobacterium tuberculosis FadD28 fatty-acid-AMP ligase; inhibition, % at 12.5 µM; 360,000 tested, 0.22% active; in the data active = inhibition above about 8.5%, passing the limit was not always enough; inconclusive = no clear call, values can overlap the other calls
GDH-TPI counter = GDH-TPI coupling enzyme inhibitors, primary screen, artefact control for M. tuberculosis FBA inhibitor project, biochemical, absorbance, full deck; GDH-TPI coupled enzyme counterscreen, NADH absorbance; 360,000 tested, 1.2% active; inhibition, % at 4.8 µM; AID 588335, 2011;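 also: 0% = DMSO wells and 100% = wells lacking the enzyme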
BioA inh = M. tuberculosis BioA enzyme inhibitors, primary screen, biochemical, plate reader, single point, HTS; AID 602481, 2012; purified M. tuberculosis BioA enzyme; 360,000 tested, 0.096% active; inhibition, % at 9.99 µM; in the data active = inhibition above about 40%; inconclusive = no clear call, values can overlap the other calls
FBA Mtb inh = Mtb FBA enzyme inhibitors, primary screen, biochemical, fluorescence, strain H37Rv; AID 588726, 2011; inhibition, % at 1 µM; 360,000 tested, 2.3% active; Fructose-bisphosphate aldolase (Mycobacterium tuberculosis (strain ATCC 25618 / H37Rv)), …; purified M. tuberculosis FBA, fluorescence read-out; in the data active = inhibition above about 27%;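 also: 0% = vehicle and 100% = reference inhibitor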
Target sequence (P9WQA3 whole entry, looked up): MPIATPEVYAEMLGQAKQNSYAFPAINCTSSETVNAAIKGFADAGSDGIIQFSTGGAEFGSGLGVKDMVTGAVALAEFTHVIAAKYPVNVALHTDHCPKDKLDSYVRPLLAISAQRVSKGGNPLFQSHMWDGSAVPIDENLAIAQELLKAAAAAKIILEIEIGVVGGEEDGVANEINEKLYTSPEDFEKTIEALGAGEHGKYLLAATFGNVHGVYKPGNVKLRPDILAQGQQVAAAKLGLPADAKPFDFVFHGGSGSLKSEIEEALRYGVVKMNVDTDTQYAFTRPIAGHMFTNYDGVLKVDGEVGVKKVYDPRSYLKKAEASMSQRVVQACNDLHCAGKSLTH
CCHFV vOTU inh = CCHFV vOTU protease inhibitors, primary screen, biochemical, Pep-AMC substrate, fluorescence; inhibition, % at 11.5 µM; 370,000 tested, 0.55% active; also: 0% = vehicle wells with enzyme and 100% = no enzyme wells
BoNT F protease = BoNT/F light chain protease inhibitors, primary screen, biochemical, flow cytometry, MLPCN library; Botulinum neurotoxin type F light chain protease (Clostridium botulinum); Multiplex microsphere protease cleavage assay; inhibition, % at 10 µM; 360,000 tested, 0.22% active; AID 588497, 2011; in the data active = inhibition above about 35%, passing the limit was not always enough; inconclusive = no clear call, values can overlap the other calls; also: plate controls were buffer without enzyme for full effect and enzyme alone for no effect
BoNT-A LC inh2 = BoNT/A light chain protease inhibitors, primary screen, biochemical, flow cytometry, MLPCN library | Botulinum neurotoxin type A light chain protease (Clostridium botulinum A str. ATCC 3502) | multiplex microsphere protease substrate cleavage | inhibition, % at 10 µM | 360,000 tested, 0.17% active; in the data active = inhibition above about 30%; inconclusive = no clear call, values can overlap the other calls; also: plate controls were buffer without enzyme for full effect and enzyme alone for no effect
An asterisk follows results filed as active; ? = inconclusive; · = no result given; & = joins results of further samples. Rule as the data show it, unless noted: active = inhibition above about 30%; inactive = the rest. This is a random part of the collection, and some 4.8% of all compounds hit somewhere here.

Values in the order: Mtb UGM inh	PrPC surface inh	FadD28 FP inh	GDH-TPI counter	BioA inh	FBA Mtb inh	CCHFV vOTU inh	BoNT F protease	BoNT-A LC inh2
> c1cc(CNCCc2ccc3c(c2)OCO3)ccn1
 : 3.1	2	-1.3	5	-2.8	4	-5	-17	3.2
> O=C1CC(N2CCC(c3nc4ccccc4s3)CC2)C(=O)N1Cc1ccccc1 (stereo not drawn)
 : 1.3	-3	0.5	2	4.0	1	2	-2	-1.3
> O=C(COC(=O)CSc1ccc(F)cc1)NCC1CCCCC1
 : -0.7	-2	2.2	-4	-1.2	5	-13	-11	0.4
> NC(=O)CN(Cc1ccccc1)S(=O)(=O)c1ccc2c(c1)OCCO2
 : -4.1	-5	-0.4	-2	0.2	2	10	0	-0.6
> Cc1ccc(S(=O)(=O)CCc2nnc(NC(=O)c3cnccn3)s2)cc1
 : 4.3	-7	1.0	-5	-0.4	0	1	1	-0.2
> COc1cc2c(cc1NC(=O)C1CCCO1)oc1ccccc12 (stereo not drawn)
 : 2.5	-2	-3.4	6	0.7	0	6	-10	-0.4
> Cc1c(CCO)c(=O)[nH]n1S(=O)(=O)c1ccc(Cl)cc1Cl
 : 4.3	-7	0.8	-10	1.7	0	11	-2	-0.7
> O=C(Nc1cscc1S(=O)(=O)c1ccccc1)c1ccccc1Cl
 : 1.4	11	-0.8	7	-0.7	2	-8	-1	1.2
> CCOC(=O)c1cccc(NC(=O)CSc2nc3cccnc3n2C)c1
 : 2.2	10	-1.8	6	0.0	-2	11	4	0.2
> O=C(Cc1ccc(F)cc1)NCc1cccnc1
 : -0.5	-4	0.2	2	-0.6	0	15	-4	-0.7
> Cc1ccc(-c2noc(CCCC(=O)Nc3cccnc3)n2)cc1
 : 0.3	1	-3.6	-9	·	2	-5	1	-1.3
> O=C(OCC#CCSc1nc2ccccc2o1)c1cc2ccccc2o1
 : -0.9	-6	-1.0	8	-2.8	-1	2	·	·
> CC1CCN(c2nc(-c3ccncc3)nc3ccccc23)CC1
 : 0.3	-4	-2.6	28	-0.4	9	11	-17	-0.4
> Cn1c(=O)n(CCc2ccccc2)c(=O)c2c1nc1n2CCCN1CCc1ccccc1
 : -1.0	2	-1.5	9	-0.1	-4	4	-6	0.2
> COCCC1CCCCN1C(=O)c1cc(COc2ccc(C)nc2)on1 (stereo not drawn)
 : 0.2	5	1.1	-6	0.5	-1	7	-3	0.9
> COc1cccc(CC(=O)OCC(=O)c2cc(OC)c(OC)c(OC)c2)c1
 : -0.4	-5	·	10	-1.7	-3	-4	-3	-0.5
> c1ccc2nc(N3CCCC3)c(N3CCCCC3)nc2c1
 : ·	-1	-3.9	0	0.1	1	-2	-7	0.8
> COc1cccc(/C=C2\Oc3cc(OCC(=O)N4Cc5ccccc5C[C@H]4C(=O)O)ccc3C2=O)c1
 : -1.3	·	-8.2	29	5.8	1	·	-8	-0.2
> Cc1nc([N+](=O)[O-])cn1-c1ccc(N)cc1
 : -0.4	0	-3.2	-1	-0.6	0	-8	-1	0.1
> CC1CSc2ccccc2NC1=S (stereo not drawn)
 : -3.0	5	0.5	1	0.1	-2	3	-2	-0.2
> O=C(CSc1nnc(-c2cccc(F)c2)o1)N1CCOCC1
 : -3.9	-4	-2.5	0	-0.1	-3	8	-1	0.3
> O=c1[nH]c(CN2CCNCC2)nc2ccccc12
 : -1.8	7	0.3	7	-1.6	9	11	-11	-0.8
> CC(/C=C1\SC(=S)N(NC(=O)c2ccc(C)cc2)C1=O)=C\c1ccccc1
 : -3.2	·	1.2	30	-1.2	-8	·	12	6.3
> COc1cccc2cc(C(=O)OC3CCN(C)CC3)c(=O)oc12
 : -0.3	-7	-3.9	6	5.7	-2	9	3	-0.3
> O=c1n(CCCN2CCN(c3cccc(Cl)c3)CC2)nc2ccccn12
 : 2.6	-21	-2.3	-2	-0.3	24	13	-4	-1.3
> Cc1cc(=O)[nH]c(SCC2(O)C3CC4CC(C3)CC2C4)n1 (stereo not drawn)
 : 2.3	3	-2.1	0	-1.6	-3	-2	-16	-0.3
> C[C@@H]1CN([C@H](C)CO)C(=O)c2cc(C3=CCCCC3)cnc2O[C@@H]1CN(C)Cc1ccccc1C(=O)O
 : ·	5	-3.0	-4	-1.2&-1.6&-3.2	4	-2	3	0.2
> COc1ccc(NC(=O)CCN2CCOCC2)c(OC)c1
 : -0.4	-8	-4.9	-4	0.3	-1	-11	-2	-0.4
> O=S(=O)(c1ccc(F)cc1)n1ccc2cccnc21
 : 2.1	4	-3.0	-1	-0.2	-1	-8	-8	0.1
> CCOC(=O)C1=C(C)NC(=O)NC1c1ccoc1 (stereo not drawn)
 : 0.5	5	-0.1	5	-2.7	1	-9	-26	0.5

2 entries from above, tab-delimited.
SMILES	Mtb UGM inh	PrPC surface inh	FadD28 FP inh	GDH-TPI counter	BioA inh	FBA Mtb inh	CCHFV vOTU inh	BoNT F protease	BoNT-A LC inh2
Cc1ccc(-c2noc(CCCC(=O)Nc3cccnc3)n2)cc1	0.3	1	-3.6	-9	·	2	-5	1	-1.3
O=C(OCC#CCSc1nc2ccccc2o1)c1cc2ccccc2o1	-0.9	-6	-1.0	8	-2.8	-1	2	·	·

Part of the list above in order of count of non-hydrogen atoms, low to high.
Values in the order: Mtb UGM inh	PrPC surface inh	FadD28 FP inh	GDH-TPI counter	BioA inh	FBA Mtb inh	CCHFV vOTU inh	BoNT F protease	BoNT-A LC inh2
> COc1cc2c(cc1NC(=O)C1CCCO1)oc1ccccc12 (stereo not drawn)
 : 2.5	-2	-3.4	6	0.7	0	6	-10	-0.4
> O=C(Nc1cscc1S(=O)(=O)c1ccccc1)c1ccccc1Cl
 : 1.4	11	-0.8	7	-0.7	2	-8	-1	1.2
> Cn1c(=O)n(CCc2ccccc2)c(=O)c2c1nc1n2CCCN1CCc1ccccc1
 : -1.0	2	-1.5	9	-0.1	-4	4	-6	0.2

Going on with the list.
Values in the order: Mtb UGM inh	PrPC surface inh	FadD28 FP inh	GDH-TPI counter	BioA inh	FBA Mtb inh	CCHFV vOTU inh	BoNT F protease	BoNT-A LC inh2
> Cn1c(Cc2csc(N)n2)nnc1SC/C=C/c1ccccc1
 : 2.8	5	-4.8	3	1.1	-6	10	-19	0.7
> Cc1ccc(C)c(NC(=O)c2cc(C)nc3ccccc23)c1
 : -1.0	2	-2.5	0	-2.8	-3	-4	5	2.5
> CCOC(=O)CSc1nc2ccccc2c(=O)n1CC1COc2ccccc2O1 (stereo not drawn)
 : -1.8	-2	-3.5	-10	-1.3	-1	-3	-5	-3.0
> C/C=C/COC(=O)c1[nH]c2c(c1C)C(=O)CC(c1ccc(N(C)C)cc1)C2 (stereo not drawn)
 : 7.6	8	-7.4	3	0.9	0	1	-7	-0.8
> N/C(=N\OC(=O)c1ccco1)c1cccnc1
 : 1.3	-4	-4.8	1	·	-1	-2	-9	-1.5
> Cc1c(C(=O)Nc2ccccn2)sc2nc3n(c(=O)c12)CCC3
 : -0.2	-1	-0.7	5	-1.3	3	5	-4	-0.6
> CCOC(=O)c1c(NC(=O)Cn2nc([N+](=O)[O-])c(Br)c2C)sc2c1CCC(C)C2 (stereo not drawn)
 : 2.6	0	-0.2	8	-2.7	1	2	6	0.2
> OCC[C@H]1NCc2cc(CO)cc(-c3ccccc3)c21
 : ·	3	-2.2	-6	-0.6	1	9	3	0.1
> Cc1cccc(NC(=O)c2cccc(S(=O)(=O)Nc3ccccc3C(=O)O)c2)c1
 : 2.9	0	-4.1	3	2.7	5	9	-48	-3.3
> O=C(c1cccs1)N1CCN(c2nc3ccc([N+](=O)[O-])cc3s2)CC1
 : 3.0	-4	-0.6	-6	·	-3	-10	-2	-0.5
> Cc1ccccc1-n1nc(C(=O)c2cccs2)cc(-c2nc3ccccc3[nH]2)c1=N
 : -0.6	-5	-2.2	13	·	-4	-18	-1	2.5
> Cc1cc(CSC(=N)N)c(CSC(=N)N)cc1C
 : -1.3	1	-1.0	2	·	0	-6	-15	0.4
> CC1CCCN(C(=O)C23CCC(C)(C(=O)C2)C3(C)C)C1 (stereo not drawn)
 : -0.7	5	-0.7	5	0.8	5	6	-10	-1.2
> COC(=O)C(c1ccccc1)C1(O)CC(C)N(C)CC1C (stereo not drawn)
 : 1.3	-3	-1.6	6	-0.3	-4	8	?	-1.7
> CC(=O)N1c2ccc(S(=O)(=O)N3CCC(C(=O)N4CCCC(C)C4)CC3)cc2CC1C (stereo not drawn)
 : -0.9	14	-2.9	-2	-0.7	-2	8	7	0.3
> COCCN(C(=O)/C=C/c1cccc([N+](=O)[O-])c1)c1c(N)n(Cc2ccccc2)c(=O)[nH]c1=O
 : 0.6	-5	0.7	4	-0.5	1	-6	-2	-0.3
> O=C(COC(=O)c1cc(S(=O)(=O)N2CCCC2)ccc1O)NCc1ccccc1
 : ·	9	-2.9	9	-1.9	3	-2	0	1.7
> COc1c(C)cc(C(=O)C2CCCN(C(=O)c3ccc4cc[nH]c4c3)C2)cc1C (stereo not drawn)
 : -0.6	11	-0.5	6	·	-2	5	-5	-0.2
> COc1ccc(C(=O)Nc2ccccc2C(=O)NC(Cc2c[nH]c3ccccc23)C(=O)O)cc1 (stereo not drawn)
 : 2.8	1	-3.3	-1	-0.1	1	-9	2	0.3
> COc1ccccc1CNC(=O)/C=C/c1ccc(Br)o1
 : 1.0	-6	-3.2	-4	-1.9	-2	16	2	1.5
> OCC1(CCCc2ccccc2)CCN(Cc2ccc(F)cc2)CC1
 : 0.3	-9	0.1	-1	·	2	-5	-5	-0.4
> O=C(O)CN1C(=O)C2C3C=CC(C3)C2C1=O (stereo not drawn)
 : -3.0	6	-3.4	8	-0.2	-3	3	-11	-0.2
> O=C(O)CCCCCCC1C(=O)NC(=O)N1CCC(O)C1CCCCC1 (stereo not drawn)
 : 2.3	27*	-2.3	-4	0.4	0	-4	-4	-0.5
> C[C@@H]1CCCCO[C@H](CN(C)C(=O)C2CCCCC2)[C@@H](C)CN([C@H](C)CO)C(=O)c2cc(N(C)C)ccc2O1
 : ·	5	1.0	3	0.4&2.1&0.8	-3	10	-8	-0.2
> CCn1ncc(Br)c1C(=O)Nc1ncc(C)s1
 : -1.0	8	-0.6	4	·	1	3	-1	-0.9
> CCSC(C)CC1CC(=O)CC(=O)C1 (stereo not drawn)
 : 6.1	-3	-1.4	-2	0.2	-3	17	?	1.2
> CSc1ccccc1-c1nnc(NC(=O)Cc2ccccc2)o1
 : -0.5	-3	0.5	-10	-2.0	8	-5	·	·
